# Bioassay records deposited in PubChem by National Center for Advancing Translational Sciences (NCATS).
# 15-hLO-2 inh: qHTS Assay for Inhibitors of 15-hLO-2 (15-human lipoxygenase 2) | purified 15hLO-2, xylenol orange hydroperoxide absorbance | Potency, µM (top dose mostly 57.1 µM), for the others: top-dose activity change, negative = inhibition, most hits filed as inhibitors | AID 881, 2007 | Polyunsaturated fatty acid lipoxygenase ALOX15B (Homo sapiens), O15296 | actives 0.56% (n = 110,000); further: potency means the concentration at half of the fitted maximal effect; nearly all actives have a fitted effect of over 60% in size; many of its hits are not listed in these tables
#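 Enzyme 50 nM, AA 45 uM, 25 mM Hepes pH 7.5 + 0.01% Triton X-100; cpd preinc 15 min RT, rxn 90 min RT; stop/detect with 200 uM XO + 300 uM Fe(II) in 50 mM H2SO4, 30 min; A573/A405.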
# PNC inhibitor: High Content Assay for Compounds that inhibit the Assembly of the Perinucleolar Compartment; PC3M PTB-GFP, PNC prevalence imaging, 16 h; active compounds read low; activity change (PNC), negative = inhibition, % at 10 µM; actives 3.1% (n = 140,000); AID 2417, 2010;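 active means readout at or below -70, meaning at least 70% loss of cells showing the perinucleolar compartment, a nuclear body marking cancer cells; inconclusive means readout between -30 and a set limit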;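 further: plate controls were DMSO wells for no effect and camptothecin positive control wells for full effect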
#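 Read-out is percentage of cells bearing a perinucleolar compartment, from automated 20x imaging of fixed, Hoechst-stained PC3M PTB-GFP cells. Cells were seeded 4 h, then exposed 16 h to compound (23 nl of library stock) in duplicate plates.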
# IMPase cell inh: qHTS Assay for Identifying the Cell-Membrane Permeable IMPase Inhibitors; Inositol monophosphatase 1 (Rattus norvegicus), P97697; CHO-M1 cells, IP1 accumulation, HTRF TR-FRET ratio; inhibition (IP1 accumulation), % at 46.1 µM; 120,000 tested, under 10 active; AID 901, 2007; active means well fitted curve in the direction sought with a large enough effect in the signal ratio, not every such curve was filed as active; inconclusive means small, poorly fitted or top-dose-only effect, or a change in a side signal; inactive means no such curve, though single readings can be large or run the other way; the % refers to the signal ratio;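 further: cells stimulated with carbachol in lithium chloride buffer; plate controls were DMSO basal wells for no effect and reference inhibitor wells for full effect; higher means more IMPase inhibition seen as more IP1 and lower FRET ratio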
# Target sequence (P97697 whole entry, looked up): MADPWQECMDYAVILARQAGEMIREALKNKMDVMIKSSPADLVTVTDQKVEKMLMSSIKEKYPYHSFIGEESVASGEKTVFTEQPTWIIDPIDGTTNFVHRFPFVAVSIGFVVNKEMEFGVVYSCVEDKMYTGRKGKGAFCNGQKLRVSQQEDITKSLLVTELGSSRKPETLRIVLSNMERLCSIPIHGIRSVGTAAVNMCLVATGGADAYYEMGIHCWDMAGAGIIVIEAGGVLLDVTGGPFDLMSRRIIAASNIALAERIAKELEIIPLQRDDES
#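 Carbachol-driven Gq signalling in CHO-M1 cells (2000/well) generates IP1. Compounds that block IMPase raise IP1 and so reduce the FRET signal from Eu-anti-IP1 and d2-IP1 after a 10 min room-temperature lysis.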
# 12-hLO inh: qHTS Assay for Inhibitors of 12-hLO (12-human lipoxygenase) | purified 12-hLO, xylenol orange hydroperoxide absorbance | Potency, µM (doses to about 57.1 µM), for the others: at the highest dose activity change, negative = inhibition, actives largely listed as inhibitors | actives 0.12% (n = 150,000); further: potency means the concentration at half of the fitted maximal effect; nearly all actives have a fitted effect of over 55% in size; many of its hits are not listed in these tables
# Target sequence (P18054 whole entry, looked up): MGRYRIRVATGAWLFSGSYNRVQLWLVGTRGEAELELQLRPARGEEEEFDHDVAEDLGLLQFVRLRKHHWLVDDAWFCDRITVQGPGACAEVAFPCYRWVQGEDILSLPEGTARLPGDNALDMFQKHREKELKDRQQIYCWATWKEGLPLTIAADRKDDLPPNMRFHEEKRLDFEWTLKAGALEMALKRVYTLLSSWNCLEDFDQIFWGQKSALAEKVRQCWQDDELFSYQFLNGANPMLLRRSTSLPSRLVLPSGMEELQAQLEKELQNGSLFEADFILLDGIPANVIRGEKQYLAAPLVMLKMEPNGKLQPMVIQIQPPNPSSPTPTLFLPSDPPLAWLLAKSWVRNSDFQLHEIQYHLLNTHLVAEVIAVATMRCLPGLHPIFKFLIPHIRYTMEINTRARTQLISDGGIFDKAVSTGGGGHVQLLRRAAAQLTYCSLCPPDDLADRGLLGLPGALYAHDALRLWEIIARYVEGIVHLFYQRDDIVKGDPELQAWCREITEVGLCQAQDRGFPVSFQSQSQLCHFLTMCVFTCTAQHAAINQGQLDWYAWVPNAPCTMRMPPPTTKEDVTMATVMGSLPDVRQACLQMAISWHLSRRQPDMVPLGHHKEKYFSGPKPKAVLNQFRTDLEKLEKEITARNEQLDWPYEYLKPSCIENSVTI
#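 Xylenol orange chromogenic assay: hydroperoxide from 12hLO oxidises Fe(II), giving red-shifted Fe(III)-XO absorbance. Conditions: 150 nM enzyme, 40 uM arachidonic acid, 25 mM Hepes pH 7.0, 0.01% Triton X-100, 30 min, room temperature.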
# The depositor's hits bear a star; ? = inconclusive; · = not tested or not shown; & = joins results of further samples; [ ] = another dose, or the depositor's remark. Unless noted, the call rests on the fitted dose curve; in most records, active means well fitted curve in the direction sought with a large enough effect; inconclusive means small, poorly fitted or top-dose-only effect, or another doubt; inactive means no such curve, though single readings can be large; an effect the other way counts as inactive or inconclusive. Unless noted, on the % scale 0 is the no-effect control and ±100 the full control effect. Some of the compounds tested; count on the stated rates, not on these rows.
SMILES,15-hLO-2 inh,PNC inhibitor,IMPase cell inh,12-hLO inh
Cc1ccc(-c2ccc(/C=C/C(=O)c3ccccc3)o2)cc1,·,?,-5,-18%
Cc1ccc(S(=O)(=O)N/N=c2\oc3ccccc3cc2C(=O)Nc2cccc(C)c2)cc1,·,15,·,-4%
CCOP(=O)(c1ccccc1)C(O)c1ccc(F)cc1 (stereo not given),·,?,·,-1%
COc1cccc(NC(=O)C2CCN(Cc3cnn(-c4ccccc4)c3-n3cccc3)CC2)c1,51%[activator],24,6,-2%
NS(=O)(=O)c1ccc(NCc2cnc3ccccc3c2)cc1,1%[11.4 µM],·,·,0%[11.4 µM]
COc1ccc(CNC(=O)c2cc3c(=O)n4ccccc4nc3n(Cc3cccnc3)c2=N)cc1,-4%,?,-5,3%
C=C(C)c1cccc(C(C)(C)NC(=O)NC(c2ccccc2)c2ccc(OC)cc2)c1 (stereo not given),·,62,·,-9%
COc1ccc(Cl)cc1N1C(=O)[C@@H]2C(c3cccc(OC)c3OC)=NO[C@@H]2C1=O,-1%,63,-1,-2%
Nc1ccccc1C#Cc1ccccc1,-11%&-10%,-22,7,-1%&-7%
CS(=O)(=O)Nc1ccccc1C(=O)N1CCCC1,4%,-26,-4,11%
COC(=O)c1ccc(N/C(=N/S(=O)(=O)c2ccccc2)c2ccccc2)cc1,·,59,-1,-7%
CCOc1ccc(S(=O)(=O)N(C)c2ccc(OCC(=O)N3CCOCC3)cc2)cc1,-3%,10,2,4%
O=C(CSc1nnc(-c2n[nH]c3ccccc23)n1-c1ccccc1)Nc1cccc(Cl)c1,·,88,·,-2%
O=C(CCl)NNc1cccc(Cl)n1,-17%,?,5,-14%
COc1ccc(S(=O)(=O)N2CCN(c3ncnc4c(-c5ccccc5)nsc34)CC2)cc1,2%,17,-1,-1%
c1ccc(-n2nnc3ccccc32)nc1,4%,23,-1,0%
Cc1ccc(C)c(N2CCN(C(=O)C3CCCN(S(=O)(=O)c4c(C)noc4C)C3)CC2)c1 (stereo not given),-2%,-6,10,-1%
CCCc1c(C)c2c(C)[nH]nc2oc1=O,11%,33,6,-5%
CN1CCN(Cc2nc3c(c(=O)n(C)c(=O)n3C)n2CCCc2ccccc2)CC1,11%,-18,5,9%
O=C(Nc1cccc(Cl)c1)O/N=C\c1ccncc1,-3%,14,-3,-3%
O=C1C2CC=C(Cl)CC2C(=O)N1CCN1CCOCC1 (stereo not given),4%,27,-7,7%
c1ccc(-c2nc3cnccn3c2Nc2ccc3c(c2)OCCO3)cc1,·,53,9,-3%
Cc1cc(=O)[nH]c(SCCCOc2ccc(F)cc2)n1,-1%,24,1,4%
COc1ccccc1OCC(=O)O,4%,4&31,?,-6%&-4%
CCc1nc(SCC(=O)Nc2ccc(C(=O)O)cc2)n[nH]1,10%,?,0,2%
COCCN(C(=O)CNC(=O)c1ccco1)C(C(=O)NC1CCCCC1)c1cccs1 (stereo not given),·,15,?,2%
CCOC(=O)CSc1nnc(-c2cccnc2)o1,·,-13,2,-2%
COc1cc(-c2nnc(COc3ccc(Cl)cc3C)o2)cc(OC)c1OC,2%,-2,-1,1%
CCCCc1nc2n[nH]c(N)c2c2c1CCCC2,35%[activator],55,-1,-6%
COc1ccc(NC(=O)CSc2nnc(-c3ccc(C)cc3)n2N)cc1,-17%,-27,-6,-2%
N#C/C(=C\C=C\c1ccccc1)C(=O)Nc1ccccc1,·,1,·,-2%
O=C1CC(c2cccc(Oc3ccccc3)c2)NC(=O)N1 (stereo not given),1%,?,3,1%
Brc1ccc2oc3c(N4CCOCC4)ncnc3c2c1,4%,-17,0,0%
CC(=O)N1CCc2cc(Br)cc(S(=O)(=O)N3CCCCCC3)c21,4%,11,3,-1%
COC(=O)c1nnn(Cc2ccccc2)c1N,1%,17,0,8%
COc1ccc(CCNC(=O)CSc2nc(-c3ccco3)cc(C(F)(F)F)n2)cc1,-8%,19,7,-9%
Cc1ccc(-c2nn3c(C)nnc3s2)cc1NC(=O)c1ccc(OC(C)C)cc1,3%,?,8,-16%
CCCCN(NC(C)=O)c1nc(Cl)nc(NC(C)C)n1,0%,-19,-4,6%
Cc1cc(C)cc(NS(=O)(=O)c2ccc3oc(=O)ccc3c2)c1,-3%,9,-3,-13%
CCN(CC)C(=O)CC1(c2ccccc2OC)CCOC(C(C)C)C1 (stereo not given),-1%,-4,-3,3%

# Gathered by group: those above containing fluorine (three)
SMILES,15-hLO-2 inh,PNC inhibitor,IMPase cell inh,12-hLO inh
CCOP(=O)(c1ccccc1)C(O)c1ccc(F)cc1 (stereo not given),·,?,·,-1%
Cc1cc(=O)[nH]c(SCCCOc2ccc(F)cc2)n1,-1%,24,1,4%
COc1ccc(CCNC(=O)CSc2nc(-c3ccco3)cc(C(F)(F)F)n2)cc1,-8%,19,7,-9%

# (more compounds)
SMILES,15-hLO-2 inh,PNC inhibitor,IMPase cell inh,12-hLO inh
COc1ccc(OC)c(N=Cc2c(O)[nH]c3ccccc23)c1,?,44,5,-6%
CCOC(=O)c1cccc(NC(=O)c2cccs2)c1,4%,-23,10,4%
Cc1onc(-c2ccccc2Cl)c1C(=O)OCC(=O)Nc1ccc2c(c1)OCO2,11%,9,8,-12%
Cc1sc(=NC(=O)c2ccco2)n(C)c1-c1ccccc1,-11%,?,-8,8%
CCOC(=O)C1CCc2nc3ccccc3c(=O)n21 (stereo not given),2%,-123*,6,-4%
COc1ccc(NC(=O)C(NC(=O)c2ccc(=O)[nH]c2)c2ccc(OC)cc2)cc1 (stereo not given),·,-109*,-1,-3%
CC(=NCCCNC1CCCCC1)C1=C(O)CC(C)(C)CC1=O,7%,-16,22,-2%
COc1ccccc1-n1c(CNC(=O)COc2ccccc2)n[nH]c1=S,0%,1,-1,4%
COc1ccc(-c2nc(CSCC(=O)N3CCc4ccccc4C3)c(C)o2)cc1OC,-12%,34,12,0%
CCOc1ccc(S(=O)(=O)Nc2ccccc2C(=O)NCc2ccco2)cc1,-6%,?,-5,-5%
CCOC(=O)c1cc2ccccc2n1CCN(CC)CC,31%[activator],1,7,10%
O=C(OCn1nnc2ccccc2c1=O)C1=COCCO1,0%,-14,-1,-1%
N#CCSc1nccc(-c2cc(Cl)sc2Cl)n1,7%,17,0,-2%
CCCCN(C)C(=O)c1sc2ncn(CC)c(=O)c2c1C,-4%,7,-13,-2%
Cc1ccc(-n2nnnc2-c2cnc(-c3cccnc3)nc2C(F)(F)F)cc1,5%,-3,4,-5%
CCC(C)NC(=O)C(CCSC)NC(=O)c1ccccc1 (stereo not given),6%,28,-7,-6%
CCOC(=O)C1=C(C)OC(N)=C(C#N)C1c1cc2ccccc2nc1N1CCCCC1 (stereo not given),-7%,-21,-4,2%
COc1cc2c(cc1OC)-c1cc(NC3CCCCCCC3)nc(=O)n1CC2,10%,20,3,-7%
CCOC(=O)c1cn2cccnc2n1,3%,-11,-4,0%
Cc1cc(C(=O)OCC(=O)c2c(N)n(C)c(=O)n(C)c2=O)c(C)o1,4%,?,-6,1%

# Some of the entries so far, as labelled records:
Compound: Cc1onc(-c2ccccc2Cl)c1C(=O)OCC(=O)Nc1ccc2c(c1)OCO2
  15-hLO-2 inh: 11%	PNC inhibitor: 9	IMPase cell inh: 8	12-hLO inh: -12%

Compound: CCOC(=O)c1cn2cccnc2n1
  15-hLO-2 inh: 3%	PNC inhibitor: -11	IMPase cell inh: -4	12-hLO inh: 0%

Compound: COc1ccc(NC(=O)C(NC(=O)c2ccc(=O)[nH]c2)c2ccc(OC)cc2)cc1 (stereo not given)
  15-hLO-2 inh: ·	PNC inhibitor: -109*	IMPase cell inh: -1	12-hLO inh: -3%

Compound: CCN(CC)C(=O)CC1(c2ccccc2OC)CCOC(C(C)C)C1 (stereo not given)
  15-hLO-2 inh: -1%	PNC inhibitor: -4	IMPase cell inh: -3	12-hLO inh: 3%

# The list continues:
SMILES,15-hLO-2 inh,PNC inhibitor,IMPase cell inh,12-hLO inh
CCN(CC)S(=O)(=O)c1ccc(-c2nnc(SCC(=O)Nc3nc(C)cs3)o2)cc1,10%,-106*,2,9%
COc1ncc2nc(-c3cc(F)cc(F)c3)c(=O)n(CCC#N)c2n1,0%,·,·,4%
O/N=C/c1ccccc1OCc1ccccc1Cl,-5%,63,8,-4%
CCOC(=O)C1=C(c2ccccc2)Nc2ncnn2C1c1cccc(OC)c1OC (stereo not given),4%[2.29 µM],18,4,-1%
CCCN1CCN(C(=O)CN2C(=O)CC(C)(C)S(=O)(=O)c3ccccc32)CC1,12%,27,2,1%
CCOc1cccc(OCCOCCN(C)C)c1,·,8,·,-7%
CS(=O)(=O)N(CC(=O)Nc1cccnc1)c1ccc2c(c1)OCO2,6%,22,-1,7%
COc1ccc(C2SCC(=O)N2CCCN(C)C)cc1 (stereo not given),-2%,10,-1,6%
Cc1c(Cl)cccc1NC(=O)C1NC(=O)CC1c1ccccc1 (stereo not given),4%,-7,8,-1%
CCc1ccc(N2CC(C(=O)NCc3ccc4c(c3)OCO4)CC2=O)cc1 (stereo not given),-3%,-29,-7,2%
CCC1OC(=O)C(C)[C@@H](O[C@H]2C[C@@](C)(OC)C(O)C(C)O2)C(C)[C@@H](O[C@@H]2OC(C)CC(N(C)C)C2O)[C@](C)(O)CC(C)/C(=N\OCOCCOC)[C@H](C)C(O)[C@]1(C)O (stereo not given in full),10%,·,·,2%
CC(CO)N1CCS(=O)(=O)CC1 (stereo not given),0%,48,-2,-3%
Cn1c2ccccc2c2nn(-c3ccccc3)c(=O)cc21,-5%,47,1,-7%
CC(C)OCCCN1C(=O)c2[nH]nc(-c3ccccc3O)c2C1c1cccc(Cl)c1 (stereo not given),-9%,?,0,-10%
O=C(c1ccco1)N1CCN(C(c2ccccc2)c2nnnn2C2CCCC2)CC1 (stereo not given),·,-3,4,-9%
O=C(NCc1nnc(SCC(=O)N2CCCCCC2)o1)c1ccco1,0%,10,-2,-1%
